High-throughput results deposited in PubChem by National Center for Advancing Translational Sciences (NCATS).
Epigenetic derep = regulators of epigenetic silencing causing reporter derepression in mouse cells | murine LDR cells, GFP reporter derepression, 30 h | Potency, µM (series often up to 53.9 µM), for inactives: top-dose GFP activation, actives largely listed as activators | 0.2% of 280,000 active; also: % of control where 0% means no effect; nearly all actives have a fitted effect of over 60% in size
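In this reporter-derepression format, murine cells bearing a silenced integrated CMV-GFP locus incubate with test compound (30 h, 37 C), then are washed and imaged; fluorescent objects of 20–120 um count as induced cells.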
NPSR antagonist = neuropeptide S receptor (human) antagonism, cAMP | Q6W5P4 | CHO-NPSR cells, cAMP TR-FRET, antagonist mode | Potency, µM (doses to about 38.3 µM), for the others: top-dose activity change, negative = inhibition, hits mostly inhibitors | 1% of 220,000 active; also: % is scaled to controls: 0 for no effect and ±100 for the full control effect; nearly all actives have a fitted effect of over 50% in size; many of its hits are not listed in these tables
KDM4E inh = blocks human JMJD2E demethylase activity | B2RXH2 | Potency, µM (titrated, usually from 57.1 µM), for the others: at the highest dose activity change, negative = inhibition, actives largely listed as inhibitors | JMJD2E catalytic domain, FDH-coupled NADH fluorescence (FDH is formaldehyde dehydrogenase) | 1.6% of 230,000 active | AID 2147; active = well fitted inhibition curve with a large enough effect, not every such curve was filed as active; inconclusive = small, poorly fitted or top-dose-only effect, or another doubt; inactive = no such curve, though single readings can be large or run the other way;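 also: 0% = wells with enzyme and -100% = buffer wells without enzyme; nearly all actives have a fitted effect of over 50% in size; many of its hits are not listed in these tables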
RECQ1 helicase = RECQ1 (human) helicase inhibition | P46063 | 0.54% of 240,000 active | AID 2549 | Potency, µM (doses to about 57.3 µM), for inactives: at the top dose activity, negative = inhibition, hits mostly inhibitors | RECQ1 DNA unwinding, red fluorescence kinetic read;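 also: plate controls were vehicle for no effect and no enzyme for full effect; nearly all actives have a fitted effect of over 30% in size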
Target sequence (P46063 whole entry, looked up): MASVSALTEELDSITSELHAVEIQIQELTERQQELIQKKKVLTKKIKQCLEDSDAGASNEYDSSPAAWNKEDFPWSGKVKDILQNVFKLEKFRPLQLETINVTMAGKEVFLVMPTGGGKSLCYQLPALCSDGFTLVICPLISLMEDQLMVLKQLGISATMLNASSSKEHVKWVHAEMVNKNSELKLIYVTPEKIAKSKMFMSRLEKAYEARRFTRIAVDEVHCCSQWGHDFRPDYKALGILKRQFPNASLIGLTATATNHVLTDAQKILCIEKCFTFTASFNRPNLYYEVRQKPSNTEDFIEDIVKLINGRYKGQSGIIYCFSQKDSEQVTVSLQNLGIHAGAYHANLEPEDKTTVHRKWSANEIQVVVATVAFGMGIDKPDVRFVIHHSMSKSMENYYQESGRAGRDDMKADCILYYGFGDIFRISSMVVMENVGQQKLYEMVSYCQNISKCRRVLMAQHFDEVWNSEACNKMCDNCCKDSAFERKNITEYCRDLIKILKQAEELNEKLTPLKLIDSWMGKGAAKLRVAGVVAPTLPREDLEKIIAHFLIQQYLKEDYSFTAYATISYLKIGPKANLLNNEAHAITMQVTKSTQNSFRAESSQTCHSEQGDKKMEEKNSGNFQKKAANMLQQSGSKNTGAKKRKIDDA
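RECQ1T1 50 nM; forked duplex (20 bp + 30-nt ss tails) 200 nM, ATP 2 mM final; pH 8.0, 2 mM MgCl2, 2.5 ug/ml poly(dI-dC); 15 min compound preincubation; discontinuous kinetic read over 2 h at RT.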
Luc counter = blocks Kinase-Glo luciferase, a counter-screen artifact. Q27757. Kinase-Glo luciferase, ATP luminescence, 8 min. Potency, µM (series often up to 38.3 µM), for the others: at the highest dose activity change, negative = inhibition, usual class: inhibitors. 0.28% of 200,000 active. AID 1379; also: % is scaled to controls: 0 for no effect and ±100 for the full control effect; nearly all actives have a fitted effect of over 60% in size
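Inhibition of Kinase-Glo luciferase light generation was assessed at 10 uM ATP in pH 7.2 imidazole buffer, with luminescence measured after eight minutes at ambient temperature.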
IMPase Li cell = cell-permeable IMPase inhibitors with lithium potentiation; CHO-M1 cells, IP1 TR-FRET (IP-One), carbachol + lithium; Potency, µM (series often up to 59.4 µM), for inactives: at the top dose activity, negative = IMPase inhibition, most hits filed as inhibitors; 0.35% of 210,000 active;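 also: IP1 builds up when IMPase is blocked and the TR-FRET signal falls; plate controls were basal vehicle for no effect and high inhibitor control for full effect; nearly all actives have a fitted effect of over 50% in size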
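IP1 accumulation measured by competitive TR-FRET in lysed CHO-M1 cells after 30 min compound exposure at 37C, with a small lithium addition to potentiate weak responses. Hill-equation AC50 from ratio and donor-channel data.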
RGS12 GoLoco inh = inhibitors of human Gai1-RGS12 GoLoco interaction (red fluorophore); 0.44% of 230,000 active; Gai1:RGS12 GoLoco peptide FP, rhodamine, 10 min; AID 880; Potency, µM (series often up to 61.6 µM), for inactives: at the highest dose activity, negative = inhibition, hits mostly inhibitors; active = well fitted inhibition curve with a large enough effect, not every such curve was filed as active; inactive = no such curve, though single readings can be large or run the other way; also: % is scaled to controls: 0 for no effect and ±100 for the full control effect; nearly all actives have a fitted effect of over 30% in size; many of its hits are not listed in these tables
Target sequence (P63096 whole entry, looked up): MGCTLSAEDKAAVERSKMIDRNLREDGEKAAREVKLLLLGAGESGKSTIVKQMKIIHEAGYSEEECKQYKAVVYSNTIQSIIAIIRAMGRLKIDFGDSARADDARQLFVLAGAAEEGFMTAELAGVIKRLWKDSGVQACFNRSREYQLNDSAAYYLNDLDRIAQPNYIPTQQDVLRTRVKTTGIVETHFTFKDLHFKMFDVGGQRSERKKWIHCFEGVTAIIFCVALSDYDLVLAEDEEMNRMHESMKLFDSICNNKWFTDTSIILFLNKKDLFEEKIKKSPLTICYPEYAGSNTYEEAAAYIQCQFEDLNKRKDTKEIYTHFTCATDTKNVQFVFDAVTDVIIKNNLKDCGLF
SMN2 splice enh = increases expression of the SMN2 splice variant. AID 1458. HEK293 SMN2-luciferase splicing reporter, luminescence, 30-36 h. Potency, µM (highest dose often 46.1 µM), for the others: at the top dose activity change, positive = activation, hits mostly activators. 2.8% of 210,000 active; also: % of control where 0% means no effect; nearly all actives have a fitted effect of over 55% in size
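HEK293 cells carry an SMN2 […]–luciferase reporter in which exon 7 inclusion puts luciferase in frame. Cells were plated 10-12 h before compound addition, then incubated 30-36 h at 37C. ONE-Glo luminescence was read; sodium butyrate at 4.5 mM final served as control.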
The depositor's hits bear a star; [ ] = another dose, or the depositor's remark. Unless noted, calls follow the shape of the dose curve; as a rule, active = well fitted curve in the direction sought with a large enough effect; inconclusive = small, poorly fitted or top-dose-only effect, or another doubt; inactive = no such curve, though single readings can be large; an effect the other way counts as inactive or inconclusive. Potency is read from the fitted curve at half-maximal effect. This is a subset, so the mix of outcomes need not match the whole.

Screening CCOc1ccc(CN(Cc2ccco2)C(c2cccs2)c2nnnn2C(C)(C)C)cc1 (stereo unspecified) returned Epigenetic derep 0.0%, NPSR antagonist inconclusive, KDM4E inh -25.4%, RECQ1 helicase -6.4%, Luc counter 9.9%, IMPase Li cell 16.1%[38.3 µM], RGS12 GoLoco inh 9.1% and SMN2 splice enh -43.6%[inhibitor].
`Cc1ccc2occ(CN3CCN(c4ccccc4)CC3)c(=O)c2c1` gave Epigenetic derep 0.0%, NPSR antagonist -4.5%[46.1 µM], KDM4E inh -2.9%, RECQ1 helicase -15.5%, Luc counter -5.0%, IMPase Li cell -9.1%[38.3 µM], RGS12 GoLoco inh 0.2% and SMN2 splice enh -17.8%.
`COc1ccc(C2/C=C\CN(CC(C)C)CC(=O)N2Cc2cccc(F)c2)cc1` (stereo unspecified) gave Epigenetic derep -0.9%, RECQ1 helicase -9.8%[81.1 µM], Luc counter 2.2%[39.9 µM], IMPase Li cell 11.6% and RGS12 GoLoco inh 5.2%.
Screening COc1ccc(-c2nnc(-c3cccs3)o2)cc1OC returned Epigenetic derep 0.0%, NPSR antagonist -14.5%[46.1 µM], KDM4E inh inconclusive, RECQ1 helicase -2.3%, Luc counter -15.3%, IMPase Li cell -3.6%[38.3 µM], RGS12 GoLoco inh 1.6% and SMN2 splice enh 154.1%.
For CCOC(=O)c1c(C)n(C)c2ccc(OC(C)C(=O)OC)cc12 (stereo unspecified) the results were Epigenetic derep -2.0%, NPSR antagonist -13.2%[46.1 µM], KDM4E inh 5.0%, RECQ1 helicase -7.0%, Luc counter 1.1%, IMPase Li cell 17.1%[38.3 µM], RGS12 GoLoco inh 0.0% and SMN2 splice enh inconclusive.
`Cc1c(Br)c([N+](=O)[O-])nn1C(C)C(=O)Nc1ccc2c(c1)OCO2` (stereo unspecified) gave Epigenetic derep -1.7%, NPSR antagonist -14.8%[46.1 µM], KDM4E inh -2.7%, RECQ1 helicase -8.5%, Luc counter -5.1%, IMPase Li cell -6.2%[38.3 µM], RGS12 GoLoco inh 20.2% and SMN2 splice enh 0.5%.
CCCCC(=O)Nc1ccc2c(c1)oc1ccccc12 was read as Epigenetic derep -1.2%, NPSR antagonist -14.3%[46.1 µM], KDM4E inh 6.0%, RECQ1 helicase -0.8%, Luc counter 2.0%, IMPase Li cell 2.2%, RGS12 GoLoco inh 6.9% and SMN2 splice enh 14.1µM*.
Screening CC(CCc1ccccc1)NC(=O)c1ccc(C(=O)NC(C)CCc2ccccc2)cc1 (stereo unspecified) returned Epigenetic derep -0.3%, NPSR antagonist -11.2%[46.1 µM], KDM4E inh -1.1%, RECQ1 helicase inactive, Luc counter 1.6%, IMPase Li cell 44.2%[activator][38.3 µM], RGS12 GoLoco inh 1.6% and SMN2 splice enh -52.6%[inhibitor].
COC(=O)c1ccc(/C(O)=C(\C#N)c2nc3ccccc3s2)cc1 was read as Epigenetic derep 0.0%, NPSR antagonist -11.8%[46.1 µM], KDM4E inh -4.5% and RECQ1 helicase -2.2%.
COc1ccc(N(CC(=O)NCc2ccccc2C)S(=O)(=O)c2ccccc2[N+](=O)[O-])c(OC)c1 was read as Epigenetic derep 0.2%, NPSR antagonist inconclusive, KDM4E inh 0.6%, RECQ1 helicase -12.8%, Luc counter -3.5%, IMPase Li cell 15.2% and RGS12 GoLoco inh 5.9%.
For CSc1sc(C(=O)NNC(C)=O)c2c1C1(CCC2)SCCS1 the results were Epigenetic derep 2.2%, NPSR antagonist 26.2%, KDM4E inh 3.5%, RECQ1 helicase -0.5% and RGS12 GoLoco inh 6.1%.
Screening COc1ccc(OC)c(C2CC(=O)NC(SC)=C2C#N)c1 (stereo unspecified) returned Epigenetic derep 0.7%, NPSR antagonist -1.7%[46.1 µM], KDM4E inh 0.3%, RECQ1 helicase -11.4%, Luc counter -4.1%, IMPase Li cell 6.8%[38.3 µM], RGS12 GoLoco inh 4.9% and SMN2 splice enh -8.8%.
For Cc1ccc(C)c(NC(=S)N/N=C2/CCCCc3ccccc32)c1 the results were Epigenetic derep 0.0%, NPSR antagonist -28.7%, KDM4E inh 3.5%, RECQ1 helicase -0.7%, Luc counter -2.4%, IMPase Li cell 9.8%, RGS12 GoLoco inh 3.2% and SMN2 splice enh -37.9%[inhibitor].
For O=C(Nc1ccc2c(c1)OCO2)C1CCN(C(=O)c2ccc(Br)cc2)CC1 the results were Epigenetic derep 0.9%, NPSR antagonist -10.5%, KDM4E inh -4.3%, RECQ1 helicase -5.4%, Luc counter -3.9%, IMPase Li cell 8.1%, RGS12 GoLoco inh 11.2% and SMN2 splice enh 12.6%.
For COc1ccccc1NC(=O)Nc1ccc(-n2ccc(C(F)(F)F)n2)cc1 the results were Epigenetic derep 0.4%, NPSR antagonist inconclusive, KDM4E inh inconclusive, RECQ1 helicase -4.2% and RGS12 GoLoco inh -8.4%.
NS(=O)(=O)c1ccc(N=Nc2ccc(O)c(C(=O)O)c2)cc1 was read as Luc counter -0.6%[7.66 µM], IMPase Li cell 2.9%, RGS12 GoLoco inh -10.5%[14.2 µM] and SMN2 splice enh -2.0%[9.22 µM].
`COC(=O)NNC1=CC(=O)CC(C)(C)C1` gave Epigenetic derep 2.1%, NPSR antagonist 32.3%, KDM4E inh inconclusive, RECQ1 helicase 3.8%, Luc counter -7.6%, IMPase Li cell 3.9%, RGS12 GoLoco inh -17.4% and SMN2 splice enh -22.2%.
For CCOC(=O)N1C2=NC(C(=O)OC)=C(C(=O)OC)[C@@H]3Nc4ccccc4[C@]23C[C@H]1C(=O)OC the results were Epigenetic derep 3.5%, NPSR antagonist 10.5%, KDM4E inh -3.4%[11.4 µM], RECQ1 helicase -7.5%[11.5 µM], Luc counter -0.4%[7.66 µM], IMPase Li cell -0.2%, RGS12 GoLoco inh 4.1%[14.2 µM] and SMN2 splice enh -4.3%[9.22 µM].
CCC(=O)Nc1ccc(S(=O)(=O)N2CCN(c3ccc(F)cc3)CC2)cc1 was read as Epigenetic derep 0.0%, NPSR antagonist -19.0%[46.1 µM], KDM4E inh 12.2%, RECQ1 helicase 3.0%, Luc counter -3.7%, IMPase Li cell 7.4%[38.3 µM], RGS12 GoLoco inh -5.8% and SMN2 splice enh -17.6%.
`N#CC1=CN(Cc2ccccc2)C=C(/C=N/Nc2ccccc2)C1` gave Epigenetic derep 1.5%, NPSR antagonist -25.1%, KDM4E inh inconclusive, RECQ1 helicase 12.3%, Luc counter 7.5%, IMPase Li cell 7.2%, RGS12 GoLoco inh 42.3%[activator] and SMN2 splice enh -62.4%[inhibitor].
CCCN(CC1CC1)C(=O)CCc1nnc(CCc2c[nH]c3ccccc23)o1 was read as Epigenetic derep -2.0%, NPSR antagonist 10.6%, KDM4E inh -2.1%, RECQ1 helicase inactive and RGS12 GoLoco inh 1.7%.
Screening Cc1c(C2(c3c(C)n(C)n(-c4ccccc4)c3=O)C(=O)Nc3ccc(F)cc32)c(=O)n(-c2ccccc2)n1C returned Epigenetic derep -1.0%, NPSR antagonist -9.7%[46.1 µM], KDM4E inh -0.8%, RECQ1 helicase inactive, Luc counter -1.3%, IMPase Li cell 6.8%[38.3 µM], RGS12 GoLoco inh -6.8% and SMN2 splice enh -1.8%.
For COc1ccc(-c2cc(=O)c3ccccc3o2)cc1OC the results were Epigenetic derep 0.2%, KDM4E inh inconclusive, RECQ1 helicase -11.4%, Luc counter -6.7%, IMPase Li cell 9.6%, RGS12 GoLoco inh 1.8% and SMN2 splice enh inconclusive.
Cc1cc(C)c(S(=O)(=O)N2CCCCC2)c(C)c1N(C)S(=O)(=O)c1ccc(Cl)cc1 was read as Epigenetic derep -1.0%, NPSR antagonist -32.2%, KDM4E inh 4.7%, RECQ1 helicase -6.5%, Luc counter 1.4%, IMPase Li cell 19.5%, RGS12 GoLoco inh 3.6% and SMN2 splice enh -37.2%[inhibitor].
For C=CCn1c(CCC(O)CCCCC)n[nH]c1=S (stereo unspecified) the results were Epigenetic derep 1.9%, NPSR antagonist 2.4%, KDM4E inh 3.4%, RECQ1 helicase inactive, Luc counter 0.8%, IMPase Li cell -6.2%, RGS12 GoLoco inh 14.7% and SMN2 splice enh 17.4%.
`COCCN(C(=O)CSc1nc2ccccc2c(=O)n1CC(C)C)c1c(N)n(Cc2ccccc2)c(=O)[nH]c1=O` gave Epigenetic derep 0.1%, NPSR antagonist -44.6%, KDM4E inh -9.0%, RECQ1 helicase -0.7%, IMPase Li cell -0.4% and RGS12 GoLoco inh -11.5%.
For Cc1ccccc1NC(=O)Cn1c(C)nc2ccc(NC(=O)C3CC3)cc2c1=O the results were Epigenetic derep 0.5%, NPSR antagonist -19.3%[46.1 µM], KDM4E inh inconclusive, RECQ1 helicase -25.0%, Luc counter -1.6%, IMPase Li cell -4.3%[38.3 µM], RGS12 GoLoco inh -6.2% and SMN2 splice enh 4.3%.
For O=C(c1ccco1)N1CCC[C@@]2(CCN(c3ncccn3)C2)C1 the results were RECQ1 helicase -7.8%, Luc counter -1.3%, IMPase Li cell 6.3%, RGS12 GoLoco inh 5.8% and SMN2 splice enh -6.3%.
For CC(C)N(C(=O)Cn1cnc2c(cnn2-c2ccccc2Cl)c1=O)C(C)C the results were Epigenetic derep -1.6%, NPSR antagonist 3.0%[46.1 µM], KDM4E inh -2.5%, RECQ1 helicase 0.9%, Luc counter -6.2%, IMPase Li cell 7.5%[38.3 µM], RGS12 GoLoco inh -0.4% and SMN2 splice enh 16.4%.
`O=[N+]([O-])c1ccc(N=Nc2c(Cl)cc(O)cc2Cl)cc1` gave Epigenetic derep -3.1%, NPSR antagonist 7.94µM*, KDM4E inh 13.2%, RECQ1 helicase inconclusive and RGS12 GoLoco inh -6.1%.
For COc1cc(/C=N/NC(=S)NC2CC3CC2C2C=CCC32)ccc1O (stereo unspecified) the results were Epigenetic derep 3.2%, NPSR antagonist inconclusive, KDM4E inh 8.1%, RECQ1 helicase -21.4% and RGS12 GoLoco inh 12.1%.

No new results follow: entries from further up.
`O=[N+]([O-])c1ccc(N=Nc2c(Cl)cc(O)cc2Cl)cc1` gave Epigenetic derep -3.1%, NPSR antagonist 7.94µM*, KDM4E inh 13.2%, RECQ1 helicase inconclusive and RGS12 GoLoco inh -6.1%.
For COc1cc(/C=N/NC(=S)NC2CC3CC2C2C=CCC32)ccc1O (stereo unspecified) the results were Epigenetic derep 3.2%, NPSR antagonist inconclusive, KDM4E inh 8.1%, RECQ1 helicase -21.4% and RGS12 GoLoco inh 12.1%.
